# From PubChem
# USP2a inh: USP2a (human) protease inhibition; O75604; USP2 core, Ub-CHOP2 coupled fluorogenic reporter, 485/531; Potency, µM (series often up to 38.3 µM), for the others: at the highest dose activity change, negative = inhibition, actives largely listed as inhibitors; hit rate 0.01% among 330,000; AID 463254;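 further: potency means the concentration at half of the fitted maximal effect; plate controls were DMSO wells for no effect and full inhibition by NEM control for full effect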
#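 Deubiquitinase activity read as fluorescence (485/531 nm) after Ub-CHOP2 cleavage activates the enterokinase reporter on its substrate; USP2 core 10nM, Ub-CHOP2 and substrate 25nM each, 30min compound preincubation then 60min RT; data normalized to NEM, curves fitted.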
# p53 reactivator: restores transcriptional activity of mutant p53; H1299 p53-A138V BP100-luciferase reporter, luminescence, 24 h; hit rate 0.063% among 320,000; Potency, µM (series often up to 92.2 µM), for inactives: top-dose activity change, positive = activation, most hits filed as activators; further: potency means the concentration at half of the fitted maximal effect; % of control where 0% means no effect; nearly all actives have a fitted effect of over 45% in size
#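 H1299 (p53-null), stable ts p53-A138V + BP100-Luc; 1000 cells/well, Opti-MEM/10% FBS; cpd 4 pt, 1:5; 24 h, 37 deg C, 5% CO2; detection reagent 10 min RT; luminescence.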
# Eya2 inh: Eya2 (human) phosphatase inhibition; O00167; recombinant Eya2, OMFP fluorescence dephosphorylation (OMFP is methylfluorescein phosphate); Potency, µM (titrated, usually from 76.9 µM), without a hit: top-dose activity, negative = inhibition, most hits filed as inhibitors; hit rate 0.006% among 330,000; further: potency means the concentration at half of the fitted maximal effect; on the % scale 0 is the no-effect control and ±100 the full control effect
#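 Eya2 protein (added as 0.2 uM solution) was preincubated with compound for 10 min at ambient temperature in 50 mM HEPES pH 7.5, 50 mM NaCl, 5 uM MgCl2, 0.05% BSA, 1 mM DTT. OMFP (added at 50 uM) then reacted 10 min; fluorescence read at 485/525 nm.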
# uPA surface inh: cell surface uPA generation inhibition; AID 540303; hit rate 0.31% among 330,000; Potency, µM (series often up to 38.3 µM), for inactives: at the highest dose activity change, negative = inhibition, actives largely listed as inhibitors; cell surface uPA generation assay, qHTS; active means well fitted inhibition curve with a large enough effect; inconclusive means small, poorly fitted or top-dose-only effect; inactive means no such curve, though single readings can be large or run the other way; tested in mouse RAW 264.7 cells; further: potency means the concentration at half of the fitted maximal effect; on the % scale 0 is the no-effect control and ±100 the full control effect; nearly all actives have a fitted effect of over 55% in size
# Integrin act MD: activators of alpha7 integrin expression for muscular dystrophy. alpha7betagal myoblasts, beta-gal FDG fluorescence, 48 h. Potency, µM (top dose mostly 38.3 µM), for inactives: top-dose activation, actives largely listed as activators. hit rate 0.064% among 350,000. AID 624291;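 further: potency means the concentration at half of the fitted maximal effect; 100% = response of the positive control SU9516; nearly all actives have a fitted effect of over 60% in size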
#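 alpha7betagal+/- myoblasts (passage 13, 250/well) treated 48 h at 37C with compounds at 1:260 dilution of DMSO stock. Lysed, then beta-galactosidase activity read as FDG fluorescence (ex 480/em 540) after 30 min, with pre-read for autofluorescence.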
# B2AR arrestin: recruits beta-arrestin to the human beta2-adrenergic receptor | P07550 | beta-arrestin recruitment to beta2AR, cell-based reporter | Potency, µM (doses to about 46.1 µM), inactives show top-dose activation, most hits filed as activators | hit rate 0.02% among 330,000 | AID 492947;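 further: potency means the concentration at half of the fitted maximal effect; 0% = DMSO controls and full agonism = EC100 isoproterenol or metaproterenol; nearly all actives have a fitted effect of over 65% in size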
# BRCA1 expr act: activators of BRCA1 expression; Potency, µM (top dose mostly 46.1 µM), for inactives: at the highest dose activation, actives largely listed as activators; AID 624202; hit rate 1.1% among 380,000; MCF7-BRCA1-FFLuc reporter, luminescence, 48 h; response scale: scaled: vehicle 0%, 10 µM genistein 100%; further: potency means the concentration at half of the fitted maximal effect; nearly all actives have a fitted effect of over 80% in size; some results filed as inactive show a strong effect at the top dose
#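 MCF7-BRCA1-FFLuc, 2000 cells/well; 2 h attach, 37 °C/5% CO2; compound 48 h; luciferase substrate 15 min; luminescence end-point. Norm. to genistein 10 microM max activation and DMSO; concentration-response curves fitted.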
# ASM inhibitor: human S-ASM enzyme inhibition. P17405. hit rate 0.006% among 340,000. Potency, µM (highest dose often 57.5 µM), inactives show at the highest dose activity change, negative = inhibition, usual class: inhibitors. placental ASM, HMU-PC fluorogenic substrate, 60 min; further: potency means the concentration at half of the fitted maximal effect
# Target sequence (P17405 47-631 limits assumed): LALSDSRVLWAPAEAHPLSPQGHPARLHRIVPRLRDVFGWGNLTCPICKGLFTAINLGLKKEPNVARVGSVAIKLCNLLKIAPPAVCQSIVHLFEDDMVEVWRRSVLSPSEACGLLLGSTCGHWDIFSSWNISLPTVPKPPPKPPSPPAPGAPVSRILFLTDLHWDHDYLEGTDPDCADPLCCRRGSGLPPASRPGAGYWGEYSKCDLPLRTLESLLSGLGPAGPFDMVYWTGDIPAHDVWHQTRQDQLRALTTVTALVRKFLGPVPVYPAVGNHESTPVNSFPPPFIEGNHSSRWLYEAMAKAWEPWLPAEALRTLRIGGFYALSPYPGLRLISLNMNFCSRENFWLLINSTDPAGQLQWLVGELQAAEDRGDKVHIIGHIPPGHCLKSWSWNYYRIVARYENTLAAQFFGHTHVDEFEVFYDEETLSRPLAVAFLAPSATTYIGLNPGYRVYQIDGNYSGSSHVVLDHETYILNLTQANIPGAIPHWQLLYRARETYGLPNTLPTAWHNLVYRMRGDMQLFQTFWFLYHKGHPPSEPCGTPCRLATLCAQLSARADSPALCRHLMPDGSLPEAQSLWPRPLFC
#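 Fluorescence read-out (Ex 386 nm, Em 447 nm) after stopping the reaction at pH 10. Enzyme: ASM from human placenta; substrate HMU-PC0, 9 uM final; 60 min, 37 °C. Compound preincubation 10 min, ambient temperature.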
# TRPV1 agonist: activates the human vanilloid receptor TRPV1 | Q8NER1 | TRPV1-expressing cells, Fluo-8 calcium influx, agonist mode | activation, % at 8.33 µM | hit rate 0.19% among 320,000 | AID 540275; in the data active means activation above about 80%; inconclusive means between about 30% and that limit; further: 0% is about no effect
#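 Cells expressing TRPV1 were dye-loaded with Fluo-8 and read kinetically: 10 s baseline, 3 min after compound (agonist portion), then 2 min after EC20 capsaicin (allosteric enhancer portion). Calcium-bound dye fluorescence at 480/520 nm.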
# PTAP TSG101 blk: blocks PTAP/TSG101 interaction to inhibit HIV-1 budding | Q99816 | Fluorescence polarization, FITC-PTAP peptide / Tsg101 binding | Potency, µM (highest dose often 115 µM), for the others: top-dose activity change, negative = inhibition, usual class: inhibitors | 340,000 tested, under 10 active; active means well fitted inhibition curve with a large enough effect in the main read-out, with a control signal flat, not every such curve was filed as active; inconclusive means small, poorly fitted or top-dose-only effect, or effect the other way, or a change in a side signal; inactive means no such curve, though single readings can be large or run the other way; further: potency means the concentration at half of the fitted maximal effect; % of control where 0% means no effect
# Target sequence (Q99816 whole entry, looked up): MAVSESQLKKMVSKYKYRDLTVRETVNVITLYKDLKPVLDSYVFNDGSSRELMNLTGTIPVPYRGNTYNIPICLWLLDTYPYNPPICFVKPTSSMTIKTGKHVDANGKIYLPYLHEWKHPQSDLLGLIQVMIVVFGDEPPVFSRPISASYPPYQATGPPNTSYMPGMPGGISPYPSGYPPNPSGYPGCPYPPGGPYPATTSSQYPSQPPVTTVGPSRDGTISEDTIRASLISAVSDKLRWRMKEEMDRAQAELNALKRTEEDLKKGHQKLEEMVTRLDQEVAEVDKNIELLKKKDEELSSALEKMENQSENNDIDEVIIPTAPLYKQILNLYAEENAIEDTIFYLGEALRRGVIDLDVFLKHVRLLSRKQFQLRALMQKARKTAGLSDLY
#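 Compounds were pin-transferred onto Tsg101 binding domain (10 uM final) in HEPES pH 7.5 buffer, then FITC-PTAP peptide was added at 50 nM final. After 20 min at RT, polarization reported peptide displacement across a qHTS concentration series.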
# ELG1 genotoxic: inducers of genotoxicity in HEK293T ELG1-luciferase cells; hit rate 1.3% among 330,000; AID 504466; HEK293T ELG1-luciferase reporter, luminescence, 16 h; Potency, µM (series often up to 46 µM), without a hit: top-dose activity change, positive = activation, hits mostly activators; further: potency means the concentration at half of the fitted maximal effect; % of control where 0% means no effect; nearly all actives have a fitted effect of over 60% in size
#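 Genotoxic stress is detected as increased luminescence from luciferase-tagged ELG1 in HEK293T cells, measured with ONE-Glo after a 16 hr treatment at 37 °C.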
# Starred values were filed as active, the others as inactive; ? = inconclusive; / = no result given; [ ] = remark or other dose. Unless noted, the call rests on the fitted dose curve; in most records, active means well fitted curve in the direction sought with a large enough effect; inconclusive means small, poorly fitted or top-dose-only effect, or another doubt; inactive means no such curve, though single readings can be large; an effect the other way counts as inactive or inconclusive.
SMILES,USP2a inh,p53 reactivator,Eya2 inh,uPA surface inh,Integrin act MD,B2AR arrestin,BRCA1 expr act,ASM inhibitor,TRPV1 agonist,PTAP TSG101 blk,ELG1 genotoxic
COc1ccc(N(Cc2ccc(N(C)C)cc2)C(=O)c2ccc(S(C)(=O)=O)cc2)cc1,0%,-1%,-1%,-1%,29%,0.4%,-23%,-2%,11,-6%,-2%
COc1ccc(NC(=O)CN(C)C(=O)c2cc(S(=O)(=O)N(C)C)ccc2N2CCCC2)cc1,0%,-1%,-9%,6%,35%,0.0%,-17%,/,2,0%,-6%
CCn1cc(CN2CCCC(C(=O)Nc3ccc(-c4nc5ccccc5[nH]4)cc3)C2)c(C)n1 (stereo unspecified),-2%,23%,-6%,-3%,-39%,-1.2%,90%,0%,-3,-5%,-5%
Cc1ccc2c(c1)C1CN(C)CCC1N2C(=S)Nc1ccc(OC(F)F)cc1 (stereo unspecified),3%,-1%,-2%,-1%,0%,0.1%,-2%,-2%,3,-1%,-3%
O=C(CSc1nc(NS(=O)(=O)c2ccccc2)cc(=O)[nH]1)Nc1ccc(F)cc1,4%,-4%,8%,-1%,-10%,-1.4%,-26%,-1%,2,-4%,0%
Cc1ccc(OCc2n[nH]c(=S)n2Cc2ccccc2)cc1,1%,-3%,-2%,-1%,-8%,0.0%,-6%,-3%,-1,2%,-5%
CCOC(=O)c1ccccc1NC(=O)CSc1nc(N)cc(=O)[nH]1,-1%,0%,?,1%,6%,0.5%,-13%,-1%,-5,-3%,6%
Cn1c(=O)c2c(ncn2CC(=O)OCC(=O)NCCc2ccccc2)n(C)c1=O,2%,3%,1%,7%,0%,-0.3%,-20%,/,-2,0%,3%
COC(=O)[C@H](CC(C)C)NC(=O)NCc1ccc(Cl)cc1,1%,-1%,2%,1%,3%,-0.2%,13%,1%,27,-4%,1%
C/C(CC(=O)N(C(C)C)C(C)C)=N\NC(=O)COc1ccc(Br)cc1Br,1%,7%,-6%,-2%,-15%,-2.1%,-11%,-1%,-4,-3%,-8%
Cc1ccc(S(=O)(=O)N2CCOCC2)cc1NC(=O)CNC(C)c1ccccc1 (stereo unspecified),2%,-5%,4%,-3%,5%,-0.8%,-6%,-2%,/,-1%,0%
Cc1cccc(NC(=O)Cc2ccc(Br)cc2)n1,3%,?,4%,-2%,21%,-0.4%,8.9µM*,4%,0,-7%,?
Cc1ccc(NC(=O)C(C)N2C(=O)c3ccccc3C2=O)cc1S(=O)(=O)N1CCOCC1 (stereo unspecified),-1%,2%,-5%,6%,7%,0.0%,7%,-11%,4,-2%,0%
CC1CN(Cc2nc3c(c(=O)[nH]c(=O)n3C)n2CCCc2ccccc2)CC(C)O1 (stereo unspecified),-5%,0%,-15%,-1%,1%,-0.4%,-24%,1%,-2,1%,0%
CC(C)(C)c1ccc(C(=O)CC(=O)c2cc(Cl)ccc2O)cc1,-2%,?,-21%,1%,-37%,-0.1%,-65%,9%,11,-2%,?
Cc1cc(C)c(OC2(c3ccccc3)OC(=O)c3ccccc32)c(C)c1 (stereo unspecified),-2%,-2%,8%,/,0%,-0.2%,-16%,-5%,?,0%,-1%
O=C(c1ccco1)n1nc(NCc2ccccc2)nc1NCc1ccccc1,-1%,0%,-1%,12%,-6%,-1.2%,-14%,12%,5,-4%,-2%
COc1ccc(C(CNC(=O)CCOc2ccccc2)N(C)C)cc1 (stereo unspecified),-5%,2%,-26%,/,-2%,3.7%,5%,-1%,10,0%,13%
Cc1ccc(NC(=O)CNc2ccc(OC(C)C)cc2)cc1,-6%,-1%,-3%,1%,-26%,-0.4%,30%,-3%,0,-2%,4%
O=C(Nc1ccccc1NC(=O)NC1CCCCC1)NC1CCCCC1,2%,?,4%,/,-14%[7.66 µM],0.4%,-114%[inhibitor],-8%,0,2%,-31%[inhibitor]

# Profiles, quoted from the list.
# Results for `Cc1ccc(NC(=O)C(C)N2C(=O)c3ccccc3C2=O)cc1S(=O)(=O)N1CCOCC1` (stereo unspecified) = USP2a inh: -1%; p53 reactivator: 2%; Eya2 inh: -5%; uPA surface inh: 6%; Integrin act MD: 7%; B2AR arrestin: 0.0%; BRCA1 expr act: 7%; ASM inhibitor: -11%; TRPV1 agonist: 4; PTAP TSG101 blk: -2%; ELG1 genotoxic: 0%
# Results for `CC(C)(C)c1ccc(C(=O)CC(=O)c2cc(Cl)ccc2O)cc1` = USP2a inh: -2%; p53 reactivator: ?; Eya2 inh: -21%; uPA surface inh: 1%; Integrin act MD: -37%; B2AR arrestin: -0.1%; BRCA1 expr act: -65%; ASM inhibitor: 9%; TRPV1 agonist: 11; PTAP TSG101 blk: -2%; ELG1 genotoxic: ?

# Next section
SMILES,USP2a inh,p53 reactivator,Eya2 inh,uPA surface inh,Integrin act MD,B2AR arrestin,BRCA1 expr act,ASM inhibitor,TRPV1 agonist,PTAP TSG101 blk,ELG1 genotoxic
CCOC(=O)c1c(C)[nH]c(C(=O)OCC(=O)N(C)c2c(N)n(Cc3ccccc3)c(=O)[nH]c2=O)c1C,2%,18%,5%,12%,10%,5.8%,3%,-2%,-4,1%,1%
COc1ccc(/C=C/C(=O)NC(=S)N2CCCC(C(N)=O)C2)cc1 (stereo unspecified),1%,0%,-2%,0%,-6%,0.2%,1%,8%,-1,-3%,0%
NS(=O)(=O)c1ccc(N/N=C/c2cn(-c3ccccc3)nc2-c2cccs2)cc1,-5%,6%,-3%,-10%,-51%[inhibitor],-0.4%,-48%,101%[activator],9,-2%,-1%
CCn1nc(NS(=O)(=O)c2ccc(F)cc2)c2cc3cccc(C)c3nc21,-8%,4%,-1%,2%,9%,0.5%,-9%,-8%,0,-4%,-1%
Cc1ccccc1CN1CCC(n2nccc2NC(=O)c2cccnc2)CC1,1%,7%,0%,11%,7%,0.4%,-2%,4%,1,-4%,-5%
CSc1nc(=S)cc(C)[nH]1,-1%,12%,2%,2%,4%,-0.8%,-3%,0%,3,-7%,1%
CC1(C)CC(=O)N(CC(=O)NCc2ccccc2)c2ccccc2S1(=O)=O,2%,2%,7%,7%,5%,-0.2%,26%,3%,3,-3%,15%
O=C(Nc1ccc(Cl)cc1)N1CCSCC1,-6%,3%,-12%,-1%,-10%,0.2%,24%,-1%,?,-4%,1%
CC(C)(Oc1ccc(Cl)cc1)C(=O)NC1CCN(Cc2ccccc2)CC1,-2%,-3%,18%,-6%,-30%,-0.3%,-3%,1%,?,-6%,-6%
N#Cc1cc2c(=O)n3ccccc3nc2n(Cc2ccco2)c1=NC(=O)c1ccco1,3%,2%,-5%,-17%,-14%,0.0%,5%,274%[activator],-6,-1%,5%

# 3 compounds from above, arranged by their value in TRPV1 agonist, high to low:
molecule,TRPV1 agonist
Cc1ccc2c(c1)C1CN(C)CCC1N2C(=S)Nc1ccc(OC(F)F)cc1 (stereo unspecified),3
Cc1ccccc1CN1CCC(n2nccc2NC(=O)c2cccnc2)CC1,1
CC1CN(Cc2nc3c(c(=O)[nH]c(=O)n3C)n2CCCc2ccccc2)CC(C)O1 (stereo unspecified),-2

# (more compounds)
SMILES,USP2a inh,p53 reactivator,Eya2 inh,uPA surface inh,Integrin act MD,B2AR arrestin,BRCA1 expr act,ASM inhibitor,TRPV1 agonist,PTAP TSG101 blk,ELG1 genotoxic
Cn1c(=O)c2c(ncn2CC(=O)OCC(=O)Nc2cccc(Cl)c2)n(C)c1=O,0%,-8%,4%,2%,20%,0.0%,3%,8%,1,-1%,4%
O=C(NCCCNc1ccc([N+](=O)[O-])cc1Cl)c1ccccc1F,0%,1%,3%,-4%,-27%,-0.3%,17%,-4%,?,-3%,-13%
CC(C)N1CCc2c(sc(NC(=O)CCS(=O)(=O)c3ccccc3)c2C#N)C1,-7%,-31%[inhibitor],2%,-17%,-45%[inhibitor],5.5%,-43%,119%[activator],2,0%,-11%
CC(C)C(C(=O)Nc1nccs1)c1ccccc1 (stereo unspecified),4%,5%,-9%,1%,-15%,-0.1%,0%,0%,2,-2%,-11%
CC1CCC2(CC1)NC(=O)N(CC(=O)NCc1ccc3c(c1)OCO3)C2=O (stereo unspecified),-3%,4%,-7%,9%,40%,-0.2%,8%,6%,-2,-4%,-1%
Cc1ccc(C(=O)OCC(=O)NC(=O)c2cccn2C)cc1[N+](=O)[O-],-2%,-3%,10%,4%,41%,13%,3%,1%,-1,-4%,0%
CCn1c(Cl)c(C=O)s/c1=N\S(=O)(=O)c1ccccc1,?,-13%,25%,20%,-53%[inhibitor],-0.9%,-100%[inhibitor],3%,10,-3%,-21%
